From PubChem BioAssay
DDE Tn6 FP inh: inhibitors of Tn6 peptide binding to human fibrin DD(E); P02675; Fibrin DD(E) TRITC-Tn6 fluorescence polarization displacement; inhibition, % at 8.3 µM; actives 0.21% (n = 370,000);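 active = inhibition above a per-campaign cutoff: mean of compounds within control limits plus 3 SD, cut at about 15% in these data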;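 also: 0% = median of all compound wells on the plate and 100% = blocking peptide control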
HGIII-sPLA2 inh: Inhibits HGIII-sPLA2 liposome hydrolysis, primary screen; Q9NZ20; actives 0.56% (n = 370,000); inhibition, % at 12.2 µM; QFRET BODIPY PC-A2 liposome hydrolysis, fluorescence;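 active = inhibition above mean plus 3 SD of compounds lying within the high and low control bounds, cut at about 19% in these data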;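 also: 0% = median of test compound wells and 100% = no enzyme DMSO wells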
FXN GAA850 act: frataxin GAA850 promoter activation. AID 540364. actives 0.56% (n = 360,000). HEK293 lucGAA850 FXN promoter luciferase reporter, 24 h; percent of 10 µM SAHA response. activation, % at 6 µM;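 active = activation above the average of all compounds screened plus 3 SD, cutoff fixed separately per campaign, cut at about 7.5% in these data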;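 also: 0% = DMSO wells and 100% = 10 µM SAHA wells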
ARFGAP1 inhibitor: rat ARFGAP1 inhibition; AID 651572; actives 0.26% (n = 360,000); inhibition, % at 16.5 µM; Q62848; Arfgap1-stimulated ARF1 GTP hydrolysis, GDP FP detection;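 active = inhibition above a per-plate limit, mean inhibition of low control wells plus 3 SD, cut at about 25% in these data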;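 also: 0% = DMSO wells with enzyme and 100% = wells lacking Arfgap1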
Target sequence (Q62848 1-136 limits assumed): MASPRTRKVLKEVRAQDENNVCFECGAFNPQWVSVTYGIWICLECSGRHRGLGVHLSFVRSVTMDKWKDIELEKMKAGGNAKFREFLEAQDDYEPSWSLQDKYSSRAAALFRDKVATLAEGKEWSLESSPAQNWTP
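Material: truncated rat Arfgap1 GAP domain; Incubation: compound-enzyme preincubation 20 min, reaction 120 min, detection 60 min, 25 °C; Read-out: percent inhibition of Arfgap1-stimulated GTP hydrolysis; Technique: FP, GDP Alexa 633 tracer displaced from anti-GDP antibody, 620/688 nm; Controls: No-Arfgap1 wells (100%) versus DMSO full-reaction wells (0%); Replication: single well per compound.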
GC-B act: GC-B (human) receptor activation; P20594; HEK293-GC-B cells, CNP EC30, cGMP TR-FRET; 0% at EC30 CNP, 100% saturating CNP; activation, % at 10 µM; actives 0.11% (n = 370,000); AID 1920062;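 active = activation at 10 µM reaching about 35% in either raw or pattern-adjusted values, limit read from the data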
GC-A act: GC-A (human) enzyme activation | P16066 | HEK293 GC-A cells, cGMP TR-FRET, EC30 ANP; 0% at EC30 ANP, 100% saturating ANP | activation, % at 10 µM | actives 0.14% (n = 370,000) | AID 1671463; in the data active = activation above about 40%
rCAG binder: binds r(CAG) RNA repeats | AID 651821 | inhibition, % at 3 µM | r(CAG) RNA repeat, TO-PRO-1 dye displacement fluorescence | actives 1.3% (n = 370,000);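 active = inhibition above the plate cutoff, the mean of all test compounds on that plate plus 3 SD, cut at about 35% in these data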;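 also: 0% = DMSO alone and 100% = 100 µM mitoxantrone as full dye displacement; higher means more dye released from RNA so lower well fluorescence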
ASAP1 inh: blocks human ASAP1-stimulated Arf1 GTP hydrolysis | inhibition, % at 16.5 µM | GDP FP detection | actives 0.19% (n = 360,000) | AID 624377 | Q9ULH1; in the data active = inhibition above about 25%;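 also: 0% = vehicle with enzyme and substrate and 100% = no enzyme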
Target sequence (Q9ULH1 325-724 limits assumed): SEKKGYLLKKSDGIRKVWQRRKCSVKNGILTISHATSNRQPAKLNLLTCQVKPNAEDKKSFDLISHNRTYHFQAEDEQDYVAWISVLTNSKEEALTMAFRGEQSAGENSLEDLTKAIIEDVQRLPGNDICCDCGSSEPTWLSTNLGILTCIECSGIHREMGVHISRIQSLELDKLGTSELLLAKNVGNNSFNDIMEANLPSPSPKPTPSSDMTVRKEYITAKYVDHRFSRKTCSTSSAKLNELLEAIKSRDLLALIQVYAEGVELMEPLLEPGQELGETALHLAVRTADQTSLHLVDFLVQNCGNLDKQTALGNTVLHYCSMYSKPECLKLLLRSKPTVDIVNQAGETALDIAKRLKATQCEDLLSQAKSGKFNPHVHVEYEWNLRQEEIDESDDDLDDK
KLK7 zymogen act: activators of human kallikrein-7 zymogen; P49862; activation, % at 7 µM; purified proKLK7, EDANS-DABCYL substrate fluorescence; 100% is mature enzyme control, 0% vehicle; actives 0.9% (n = 370,000); AID 652039;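 active = activation above the mean of all tested compounds plus 3 SD, computed per campaign excluding outliers beyond control limits, cut at about 13% in these data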
ADAM10 inh: inhibitors of human ADAM10; O14672; recombinant ADAM10, EDANS/DABCYL FRET peptide cleavage, 3 h; inhibition, % at 7 µM; actives 0.62% (n = 370,000); AID 720582;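 active = inhibition above a per-campaign cutoff equal to the mean of compounds falling between control-based bounds plus 3 SD, cut at about 20% in these data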;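 also: 0% = DMSO wells while the 100% control is not disclosed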
Target sequence (O14672 214-748 limits assumed): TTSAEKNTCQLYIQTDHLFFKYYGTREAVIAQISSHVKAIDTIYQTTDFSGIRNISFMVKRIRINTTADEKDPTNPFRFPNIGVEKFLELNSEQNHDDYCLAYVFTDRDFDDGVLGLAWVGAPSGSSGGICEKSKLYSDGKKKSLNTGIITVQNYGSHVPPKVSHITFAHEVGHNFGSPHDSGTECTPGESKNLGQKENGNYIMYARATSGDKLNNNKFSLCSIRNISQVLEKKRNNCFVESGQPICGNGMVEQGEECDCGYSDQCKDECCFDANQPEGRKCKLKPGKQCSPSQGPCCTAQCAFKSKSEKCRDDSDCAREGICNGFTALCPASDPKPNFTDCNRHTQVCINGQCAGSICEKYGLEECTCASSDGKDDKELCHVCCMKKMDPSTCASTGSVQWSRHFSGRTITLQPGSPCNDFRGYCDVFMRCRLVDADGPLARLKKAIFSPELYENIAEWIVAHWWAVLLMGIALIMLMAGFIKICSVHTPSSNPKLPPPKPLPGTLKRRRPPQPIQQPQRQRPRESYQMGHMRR
The depositor's hits bear a star; i = inactive; . = no result given. Random draw from the library; any-hit rate near 4.5%.

SMILES | DDE Tn6 FP inh | HGIII-sPLA2 inh | FXN GAA850 act | ARFGAP1 inhibitor | GC-B act | GC-A act | rCAG binder | ASAP1 inh | KLK7 zymogen act | ADAM10 inh
CC1=NNC(=O)C1CC(=O)N/N=C/C(Br)=C/c1ccccc1 (stereo not drawn) | 4 | -11 | 4.2 | 3 | 2 | -2 | 3 | 11 | 0.1 | -5
Fc1cccc(Cl)c1C1SCc2nc3ccccc3n21 (stereo not drawn) | -4 | -6 | . | -1 | -4 | -5 | 3 | -11 | -0.5 | -3
COC(=O)[C@]1(C)N[C@H](CN(C)C(=O)c2ccccc2)[C@@H]2C(=O)N(Cc3ccccc3)C(=O)[C@@H]21 | 0 | 6 | 1.9 | 7 | -4 | 0 | 1 | 2 | 0.3 | -2
N#Cc1cc2c(nc1SCC1COc3ccccc3O1)CCC2 (stereo not drawn) | -1 | 0 | 4.6 | -1 | 3 | -6 | 1 | -11 | -0.4 | 7
Cn1c(SCC(=O)Nc2cccc(NC(=O)c3cccs3)c2)nnc1-c1ccncc1 | 3 | -1 | -2.2 | 14 | 3 | 1 | -1 | 3 | 0.4 | 6
CCOc1cccc(-c2c(C(=O)N/N=C/c3ccoc3)nnn2-c2nonc2N)c1 | 0 | -13 | 3.1 | -2 | 0 | -4 | 7 | -4 | -0.4 | 2
COC(C[C@@H]1O[C@@H]1[C@H](O)[C@H](C)OCc1ccccc1)OC | 10 | 6 | 0.2 | -14 | 6 | 2 | -3 | -4 | 0.2 | -9
COc1ccccc1C(=O)NC(CCSC)C(=O)NNC(=O)c1ccccc1C (stereo not drawn) | 8 | 0 | -0.2 | 3 | 2 | 0 | -5 | 2 | 0.2 | 5
Cc1cccc(C(=O)NCC(=O)NCC(c2cccs2)N2CCOCC2)c1 (stereo not drawn) | 12 | 9 | 2.7 | -2 | 2 | 1 | -2 | -4 | 0.4 | -6
O=C(CSc1ccc(-c2ccco2)nn1)Nc1ccc(F)cc1F | -6 | -5 | -0.1 | 5 | 1 | 3 | 14 | -15 | 0.3 | -2
CN(C)c1ccccc1-c1cc(NC=O)c2ncc(-c3cccc(C(F)(F)F)c3)n2c1 | 34* | -410 | 0.6 | -2 | -11 | 6 | -31 | -5 | 107* | -95
CCOc1ccc(NC(=O)CN(C)C(=O)C2CCCO2)cc1OCC (stereo not drawn) | 0 | 6 | 0.4 | 15 | 3 | 3 | 0 | 4 | 0.2 | -15
COc1ccc2sc(NCc3ccccc3)nc2c1 | -4 | -12 | 3.1 | 7 | -4 | 0 | -1 | 6 | -0.3 | -5
Cc1ccccc1C(=O)NC1CCN(C(=O)NC2CCCCC2)CC1 | -5 | 3 | 1.0 | 4 | -8 | 7 | -1 | -1 | -0.8 | -3
COc1ccccc1/C=C/C=C1N=C(/C=C/c2ccc(Cl)cc2)OC/1=O | -5 | -65 | 2.5 | -4 | 3 | 5 | 54* | -4 | 0.4 | 1
Cc1ccc(C(=O)NC(C)C(c2cccs2)N2CCCC2)s1 (stereo not drawn) | 2 | 0 | 1.8 | -12 | -3 | 0 | -2 | 1 | 0.4 | -1
C[C@H](CO)N1C[C@H](C)[C@@H](CN(C)C(=O)NC2CCCCC2)Oc2ccc(NC(=O)Nc3ccc(C(F)(F)F)cc3)cc2C1=O | -16 | -32 | 0.7 | 9 | -2 | 2 | 4 | 15 | -0.5 | 19
Clc1ccccc1C(c1ccccc1)(c1ccccc1)n1ccnc1 | -5 | -7 | -2.2 | -11 | -8 | -10 | 0 | -5 | 0.9 | -4
COc1ccc(NS(=O)(=O)c2cccc(C(=O)N/N=C(/C)c3ccc(-n4ccnc4)cc3)c2)cc1 | -3 | 4 | 2.2 | 3 | 0 | -12 | 9 | 3 | -1.4 | -16
CCOC(=O)/C(C#N)=C1\CC2CCC1(C)C2(C)C (stereo not drawn) | -1 | -5 | 2.4 | 11 | 6 | 0 | -5 | 7 | 0.5 | -5
COc1ccc(N(C(C)=O)S(=O)(=O)c2cccs2)cc1 | -3 | 2 | -1.9 | 7 | -3 | 1 | -2 | 7 | -0.3 | -8
O=C(Nc1ccccc1C(F)(F)F)OC1CCC12CCC(c1ccccc1)CC2 (stereo not drawn) | 1 | -2 | . | . | -12 | -5 | 4 | . | 0.1 | i
CCCCN(CC)CCCNC(=O)c1cc2c(-c3ccc(OC)c(OC)c3)nn(C)c2s1 | -7 | -12 | -0.4 | 27* | -12 | -36 | 7 | 34* | 0.2 | -20
COc1ccc(-c2nc(S(=O)(=O)c3ccccc3)c(NCCCN3CCOCC3)o2)cc1 | 4 | -1 | -0.4 | 14 | -1 | -1 | 3 | 2 | 0.6 | -9
COc1ccc(-c2ccc(C#N)c(OC)n2)cc1 | 3 | -5 | 3.7 | -8 | -3 | -1 | 1 | 3 | 5.3 | i

Three structures from above, ordered by SMILES length, lowest first:
SMILES | DDE Tn6 FP inh | HGIII-sPLA2 inh | FXN GAA850 act | ARFGAP1 inhibitor | GC-B act | GC-A act | rCAG binder | ASAP1 inh | KLK7 zymogen act | ADAM10 inh
CCOC(=O)/C(C#N)=C1\CC2CCC1(C)C2(C)C (stereo not drawn) | -1 | -5 | 2.4 | 11 | 6 | 0 | -5 | 7 | 0.5 | -5
Cc1ccc(C(=O)NC(C)C(c2cccs2)N2CCCC2)s1 (stereo not drawn) | 2 | 0 | 1.8 | -12 | -3 | 0 | -2 | 1 | 0.4 | -1
C[C@H](CO)N1C[C@H](C)[C@@H](CN(C)C(=O)NC2CCCCC2)Oc2ccc(NC(=O)Nc3ccc(C(F)(F)F)cc3)cc2C1=O | -16 | -32 | 0.7 | 9 | -2 | 2 | 4 | 15 | -0.5 | 19

Results in rCAG binder, GC-A act and DDE Tn6 FP inh, for 3 of the compounds above:
SMILES	rCAG binder	GC-A act	DDE Tn6 FP inh
COC(C[C@@H]1O[C@@H]1[C@H](O)[C@H](C)OCc1ccccc1)OC	-3	2	10
COc1ccccc1C(=O)NC(CCSC)C(=O)NNC(=O)c1ccccc1C (stereo not drawn)	-5	0	8
Cc1cccc(C(=O)NCC(=O)NCC(c2cccs2)N2CCOCC2)c1 (stereo not drawn)	-2	1	12

(further entries)
SMILES | DDE Tn6 FP inh | HGIII-sPLA2 inh | FXN GAA850 act | ARFGAP1 inhibitor | GC-B act | GC-A act | rCAG binder | ASAP1 inh | KLK7 zymogen act | ADAM10 inh
COc1ccccc1N1CCN(CCCC(=O)c2ccc(F)cc2)CC1 | 7 | 3 | 0.4 | -9 | 2 | -1 | -1 | 0 | 0.6 | 3
CN1CCc2c(sc(NC(=O)C3COc4ccccc4O3)c2C(N)=O)C1 (stereo not drawn) | 2 | 0 | 1.7 | -8 | 1 | 2 | -6 | -7 | -0.3 | -5
COc1cccc(NC(=O)N(C)C[C@H]2Oc3cc(Br)ccc3S(=O)(=O)N([C@H](C)CO)C[C@H]2C)c1 | 1 | -14 | -2.8 | 6 | -6 | -4 | 1 | -2 | 0.5 | 1
CCCCCCCn1c(NC(=O)CC)nc2ccccc21 | 7 | -2 | -2.9 | -16 | 2 | 10 | -9 | -5 | 0.6 | -2
CCN(CC)S(=O)(=O)c1ccc(/C(O)=C2/C(=O)C(=O)N(CCOC)C2c2ccccc2)cc1 (stereo not drawn) | 14 | -4 | -0.3 | 3 | 3 | 3 | 3 | 2 | 0.2 | 1
CCOC(=O)C1CCN(S(=O)(=O)c2c[nH]c(=O)[nH]c2=O)CC1 | -9 | 0 | -0.9 | 9 | 0 | 0 | -4 | -12 | -0.6 | 1
O=[N+]([O-])c1cc2ncccc2c2ncccc12 | 4 | 12 | -2.5 | 4 | -1 | 4 | 0 | 2 | -0.1 | -12
COc1cccc(NC(=O)CN(C)C(=O)c2ccc(N3CCOCC3)c([N+](=O)[O-])c2)c1 | 2 | 1 | 3.1 | 13 | 7 | -2 | -1 | 3 | -0.2 | -2
COc1ccc(C2=NOC(C(=O)Nc3cc(C)on3)C2)cc1 (stereo not drawn) | -6 | -4 | -1.7 | 6 | 0 | 3 | 0 | 6 | -0.3 | -6
COc1cccc(NC(=O)CCCn2nc(C)c3c(C)n(-c4ccccc4)nc3c2=O)c1 | -1 | -1 | 2.2 | 5 | -11 | -10 | -2 | 4 | -0.1 | -2
Cc1ccc(S(=O)(=O)N2CCC(C(=O)Nc3nnc(COc4ccccc4)s3)CC2)cc1 | -2 | -21 | 0.6 | 3 | 0 | -2 | 1 | -6 | -0.5 | 10
Cc1ccc(N(C(=O)c2snc(C(N)=O)c2N)C(C(=O)NCC2CCCO2)c2ccc(C)o2)c(C)c1 (stereo not drawn) | 0 | -12 | 0.4 | -7 | -10 | -48 | 6 | -4 | 2.9 | -385
CC1(C(=O)NS(=O)(=O)c2ccc(F)cc2F)CCN1C(=O)CC1CCCCC1 (stereo not drawn) | -5 | 13 | 0.1 | 16 | -2 | 6 | 2 | -5 | -0.3 | -13
COc1cccc(NC(=O)CSc2nnnn2C2CCCC2)c1 | 4 | -8 | 0.8 | 8 | 6 | -6 | 1 | 0 | 0.5 | -2
O=C1c2ccccc2C(=O)N1CC(=O)N1c2ccccc2Sc2ccccc21 | 4 | 10 | -0.4 | 1 | -3 | -6 | 1 | -2 | -0.2 | 3
COc1ccc(NS(=O)(=O)c2coc(C(N)=O)c2)cc1Cl | -5 | -3 | 2.1 | 1 | -10 | 6 | 4 | 22 | -0.4 | -9
COCCN(C(=O)CSc1nnc(-c2cccc(F)c2)n1N)c1c(N)n(CC(C)C)c(=O)[nH]c1=O | 3 | 1 | -0.6 | 3 | 1 | 3 | -5 | -3 | -0.2 | -7
Cc1ccc2c(c1)N(C(=O)CCC(=O)NCc1cccc(Br)c1)CC(C)O2 (stereo not drawn) | 0 | -4 | -1.3 | 3 | -7 | -7 | 0 | 1 | 0.4 | -4
O=C1c2ccccc2C(=O)N1c1ccc(S(=O)(=O)N2CCCCC2)cc1 | -1 | 5 | -1.0 | -4 | -1 | -1 | -4 | 11 | 0.3 | -5
O=C(COC(=O)Cc1ccc(F)cc1)Nc1ccc(Cl)cn1 | 2 | -2 | 0.6 | 3 | 2 | -2 | 1 | 0 | -0.9 | 0
CC(OC(=O)c1ccc(Cl)nc1)C(=O)NCc1ccc2c(c1)OCO2 (stereo not drawn) | -5 | 5 | 3.1 | -1 | 2 | -3 | -2 | -15 | -0.2 | -2
COCn1c(-c2cccc(Br)c2)nc2ccccc21 | 1 | -2 | -1.5 | 12 | -4 | 1 | -3 | -20 | 0.0 | 11
Cc1ccc(NC(=O)Cn2cnc([N+](=O)[O-])c2)cc1C | -6 | -4 | 1.5 | 7 | -1 | -1 | 2 | 8 | -0.5 | -3
Cc1ccc(CNC(=O)c2ccc(N3CCC4(CC3)CC(c3ccccc3)=NO4)c(NC(=O)c3ccccc3)c2)cc1 | -5 | 2 | 1.2 | 13 | -1 | -1 | 5 | -4 | -0.2 | -4
CC1(C)CC(=O)C(C=NCCN2CCN(CCCCS(=O)(=O)O)CC2)=C(O)C1 | 0 | 2 | -1.2 | 11 | 2 | 2 | 2 | -3 | -0.3 | 10
Cc1sc2nc(CSC(C)C(=O)Nc3ccc(C#N)cc3)[nH]c(=O)c2c1C (stereo not drawn) | 2 | -4 | -0.9 | 2 | -2 | -1 | 21 | 8 | -1.9 | -24
COc1ccccc1CN1CCN(C(CC(C)C)c2nnnn2Cc2cccs2)CC1 (stereo not drawn) | 4 | -7 | -5.9 | 12 | -16 | -17 | -12 | -3 | 0.5 | 0
